Source: PubChem (SRMLSC)
E coli WT inh – blocks growth of wild type E. coli BW25113; E. coli BW25113 growth inhibition, OD600; inhibition, % at 10 µM; 20,000 compounds, 0.05% hits; AID 552; in the data active = inhibition above about 40%;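 also: bacteria exposed to compound for 20 hours at 37 °C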
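assay system = bacterial strain in a whole-cell growth screen | quantity = inoculum from a 1:1000 dilution of a 1.5 h subculture | buffer or medium = LB broth with 50 µg/mL kanamycin | compound dosing = one dose, 10 µM final | schedule = compound exposure of 20 h at 37 °C | technique = absorbance at 615 nm as a measure of bacterial growth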
* hit, by the source's call.

SMILES | E coli WT inh
COC(=O)C1=C(C)N=c2s/c(=C/c3ccoc3)c(=O)n2C1c1ccccc1 (stereo not drawn) | 4
O=C(COc1cc(Cl)c(Cl)cc1Cl)Nn1cnnc1 | -18
CN1CCN(S(=O)(=O)c2ccc(=O)[nH]c2)CC1 | -13
COc1ccc(N2Cc3ccccc3C2)cc1Cl | 19
CCC(=O)Nc1cc(OC)c(NC(=O)c2ccccc2)cc1OC | -17
COc1c(S(=O)(=O)N2CCCCC2)ccc2c(S(=O)(=O)N3CCCCC3)cccc12 | -16
Cn1c(C(=O)NCCCN2CCN(c3ccc(F)cc3)CC2)cc2c(=O)n(C)c3ccccc3c21 | 15
CCCCN(CC)CCCNC(=O)CS(=O)(=O)Cc1nc(-c2cccc(OC)c2)oc1C | 4
CC1Cc2ccccc2N1C(=O)C12CCC(C)(C(=O)C1)C2(C)C (stereo not drawn) | 17
O=C(NCCO)c1nc(NCCO)c2ccccc2n1 | 0
CC1(C)CC(=O)C=C(NCCCN2CCCC2=O)C1 | -17
OC1C[N+]2(CCCCC2)C1 | 6
CC1CCc2nc(NC(=O)Cc3cccs3)sc2C1 (stereo not drawn) | -11
CCn1ncc(CN2CCN(C(=O)Nc3ccccc3C(=O)OC)CC2)c1C | -15
COc1ccc(C)cc1S(=O)(=O)Nc1cccc(Cl)c1 | -18
COc1cc2c(N3CCOCC3)cc(O)c(CC(=O)Nc3ccccc3)c2cc1OC | -6
O=C(CCCCCN1C(=O)CCC1=O)Nc1ccc(Br)cc1F | -14
O=C(O)c1c(Cl)c(Cl)c(Cl)c(Cl)c1C(=O)N1CCOCC1 | 4
Cn1c(SCC(=O)N2CCOCC2)nnc1-c1ccccc1 | 4
O=C(NCc1ccccn1)NC12CC3CC(CC(C3)C1)C2 | -13

Three structures already listed, ordered by heavy-atom count, low to high.
SMILES | E coli WT inh
CC1Cc2ccccc2N1C(=O)C12CCC(C)(C(=O)C1)C2(C)C (stereo not drawn) | 17
CCn1ncc(CN2CCN(C(=O)Nc3ccccc3C(=O)OC)CC2)c1C | -15
COc1cc2c(N3CCOCC3)cc(O)c(CC(=O)Nc3ccccc3)c2cc1OC | -6

New compounds follow.
SMILES | E coli WT inh
S=c1[nH]nc(Cc2ccccc2)n1Cc1ccco1 | -3
Cn1c(=O)c2c(nc3sccn32)n(C)c1=O | 13
Cc1cccc(OCC(=O)Nc2cc(C)ccc2O)c1 | -7
CCN(CC(=O)NC(=O)NCc1ccco1)Cc1nc2ccccc2c(=O)[nH]1 | 1
COc1cccc2cc(C(=O)C3=C(O)C(=O)N(CCCN4CCOCC4)C3c3ccncc3)oc12 (stereo not drawn) | 4
CCC(=O)Nc1ccccc1C(=O)N1CCOCC1 | 1
COc1cc(NS(=O)(=O)N2CCCC2)cc(OC)c1OC | -7
CS(=O)(=O)N(Cc1ccccc1)c1ccc(C(=O)N2CCOCC2)cc1 | 3
Cc1ccc(S(=O)(=O)N2CCCC2C(=O)OCc2ccco2)cc1 (stereo not drawn) | -10
COCC(C)NC(=O)c1cccc(Cl)c1 (stereo not drawn) | -16
O=C(O)c1cc(Nc2nc(N3CCOCC3)nc(N3CCOCC3)n2)ccc1Cl | -21
Cc1ccc(SCCNS(=O)(=O)c2ccc3c(c2)OCCO3)cc1 | -21
Cc1ccc(S(=O)(=O)NCCOc2nc(N(C)C)nc(N3CCOCC3)n2)cc1 | -16
N#Cc1nc(-c2ccco2)oc1NCCc1ccccc1 | -4
CCOc1cc(CNc2ccc3[nH]c(=O)[nH]c3c2)ccc1OCC(=O)NC(C)(C)C | -19
O=C(Nc1ccccc1-c1ccccc1)NC1CCN(C(=O)N2CCOCC2)CC1 | 5
Cc1cc(N(CC(=O)O)S(C)(=O)=O)ccc1Br | 3
CCOC(=O)c1nnc2cc(-c3ccc(Br)cc3)nn2c1C | 6
CCOC(=O)N1CCN(C(=O)c2ccc(NC(=O)c3ccc(C)cc3)cc2)CC1 | -21
CN1C(=O)C2(NCCc3c2[nH]c2ccccc32)c2ccccc21 (stereo not drawn) | -6

Gathered by group, those above containing a halogen (ten)
SMILES | E coli WT inh
O=C(COc1cc(Cl)c(Cl)cc1Cl)Nn1cnnc1 | -18
COc1ccc(N2Cc3ccccc3C2)cc1Cl | 19
Cn1c(C(=O)NCCCN2CCN(c3ccc(F)cc3)CC2)cc2c(=O)n(C)c3ccccc3c21 | 15
COc1ccc(C)cc1S(=O)(=O)Nc1cccc(Cl)c1 | -18
O=C(CCCCCN1C(=O)CCC1=O)Nc1ccc(Br)cc1F | -14
O=C(O)c1c(Cl)c(Cl)c(Cl)c(Cl)c1C(=O)N1CCOCC1 | 4
COCC(C)NC(=O)c1cccc(Cl)c1 (stereo not drawn) | -16
O=C(O)c1cc(Nc2nc(N3CCOCC3)nc(N3CCOCC3)n2)ccc1Cl | -21
Cc1cc(N(CC(=O)O)S(C)(=O)=O)ccc1Br | 3
CCOC(=O)c1nnc2cc(-c3ccc(Br)cc3)nn2c1C | 6

Next part:
SMILES | E coli WT inh
Cc1ccc(O)c(C(CC(=O)N2CCCC2)c2ccccc2)c1 (stereo not drawn) | 11
COc1cccc(C(=O)OCn2nnc3ccccc3c2=O)c1OC | 2
CCOc1ccccc1NS(=O)(=O)c1c(C)noc1C | 5
CC(=O)Nc1nc(COc2ccccc2)cs1 | -15
Cc1ccc2c(c1)NC(=O)C(CC(=O)NCCCN1CCN(c3cc(Cl)ccc3C)CC1)O2 (stereo not drawn) | 16
CC(Oc1ccc(Br)cc1)C(=O)N1CCc2ccccc21 (stereo not drawn) | 6
COc1ccc(C(C)C)cc1S(=O)(=O)NCc1ccccn1 | -11
Cc1cc(C(=O)Nc2cccc(C(=O)O)c2)oc1C | -17
CCC(C)c1ccccc1NC(=O)c1cccnc1 (stereo not drawn) | -17
Cc1onc(-c2ccccc2Cl)c1C(=O)NCc1nc(-c2ccccc2)no1 | -20
COc1cccc(-n2c(SCC(=O)N3CCCC3)nc3c([nH]c4ccccc43)c2=O)c1 | 3
COCCn1c(SCC(=O)N(C(C)C)C(C)C)nnc1-c1cc2ccccc2cc1O | 8
Clc1ccc(Nc2ncnc3c2cnn3-c2ccccc2)cc1 | -1
CCC(C)NC(=O)CS(=O)(=O)Cc1nc(-c2cccc(OC)c2)oc1C (stereo not drawn) | 6
COc1ccc(CC2S/C(=C(\C#N)C(=O)NCc3ccco3)N(c3ccc(C)cc3)C2=O)cc1 (stereo not drawn) | -13
O=C(CSc1nnc(CCCO)n1-c1ccccc1)NCCc1ccccc1 | -12
CCOc1ccc(N2C(N)=NC(N)=NC2(C)C)cc1 | 8
CCCCN1CCc2c([nH]c3c(C)cccc23)C1=O | 1
Cc1c(CCC#N)c(N2CCN(C3CCCCC3)CC2)n2c(nc3ccccc32)c1C#N | -2
CCOC(=O)c1ccc(N=C2NC(=O)CS2)cc1 | -13
CCc1c(C(=O)NCc2cnn(C)c2)csc1C | -8
COc1ccccc1CNC(=O)C1CCN(S(=O)(=O)N2CCCCC2)CC1 | -4
C=CCNC(=O)c1ccc(C)c(Br)c1 | -13
O=C(Nc1ccc(OC(=O)c2ccco2)cc1)c1ccco1 | -3
CC1(C)CC(=O)C2=C(C1)N(Cc1ccco1)C(=O)NC2(C(F)(F)F)C(F)(F)F | -8
Cc1cccc(Nc2ncc3c(n2)CC(c2ccco2)CC3=O)c1 (stereo not drawn) | 0
COc1cccc(OC)c1C(=O)n1nc(C)cc1C | -7
CCOC(=O)c1ccc(NS(=O)(=O)c2ccc3c(c2)CCCN3C(C)=O)cc1 | 6
CCCc1cc(=O)n2[nH]c(NCc3c(F)cccc3Cl)nc2n1 | -22
CCCOc1ccc(N2C(=O)CC(SCCN)C2=O)cc1 (stereo not drawn) | 6
COc1ccc(S(=O)(=O)Nc2cc(C)on2)cc1OC | -3
CCN(c1ccc2c(c1)OCO2)S(=O)(=O)c1cc(Br)cc2c1N(C(=O)C1CC1)CC2 | -1
COc1cccc(NC(=O)CN(C)S(=O)(=O)c2ccc(C)cc2)c1 | -21
CC(C)c1ccc(-c2nc3c([nH]2)c(=O)n(C)c(=O)n3C)cc1 | -22
CS(=O)(=O)c1ccc(N2CCN(C3CC(=O)NC3=O)CC2)cc1 (stereo not drawn) | 2
CN1CCN(S(=O)(=O)c2ccc(-c3ccc(Cl)cc3)cc2)CC1 | -1
O=C(Nc1ccc(Cl)cn1)c1cc(S(=O)(=O)N2CCCCC2)ccc1Cl | -3
CCOc1ccc(OCC)c(NS(=O)(=O)c2ccc3c(c2)n(C)c(=O)c(=O)n3C)c1 | 4
CCN(CC)c1ccc(CN(C(=O)c2cc(OC)c(OC)c(OC)c2)C2CCS(=O)(=O)C2)cc1 (stereo not drawn) | -13
CC(=O)Nc1ccn(-c2ccccc2)n1 | 5
O=C(O)c1ccc(COc2c(F)c(F)cc(F)c2F)o1 | 0
COC(=O)c1ccc(Cl)c(NC(=O)CN(c2ccc3c(c2)OCO3)S(C)(=O)=O)c1 | -1
CC(C)NCC(O)COc1ccc(CCOCC2CC2)cc1 (stereo not drawn) | -3
O=C(c1cccs1)N1CCc2ccccc21 | -5
COc1ccc(Cl)cc1-c1n[nH]c(=S)o1 | 6
Cc1ccc(Cc2nc(-c3cccc(C)c3)no2)cc1 | -13
O=C(c1ccc(Br)o1)N1CCN(c2ccc3nnc(-c4ccccc4)n3n2)CC1 | 5
CSc1nc(C)cc(-n2ccc(=O)[nH]c2=O)n1 | 5
Cc1cc2oc(=O)cc(CN3CCN(Cc4ccc5c(c4)OCO5)CC3)c2cc1C | -4
CCOC(=O)N1CCN(c2nc(-c3ccc(F)cc3)cs2)CC1 | -17
CCCC12CN(C(=O)c3ccc(OC)cc3)CC(C)(CN(C(=O)c3ccc(OC)cc3)C1)C2=O | -15
COc1ccc(-c2coc3c(CN4CCCCC4)c(O)c(CN4CCCCC4)c(O)c3c2=O)cc1 | -4
COC(=O)c1ccc(CSc2nc3c(cnn3-c3ccc(C)c(C)c3)c(=O)[nH]2)o1 | 12
O=S(=O)(c1cccc(-c2cn3cccnc3n2)c1)N1CCCCCC1 | -20
CC(C)N(Cc1nc(-c2ccccc2)no1)C(=O)CSc1ccccc1 | 6
COc1ccc(OCCC(=O)Nc2cc(C)on2)cc1 | 6
Cc1nn(S(=O)(=O)N(C)C)c(C)c1CN1C(=O)c2ccccc2C1=O | -18
CCOC(=O)c1ccc(NC(=O)CSc2nnc(-c3ccncc3)n2C)cc1 | -16
O=C(NCc1ccco1)C1CCN(C(=O)c2cc3sccc3n2Cc2ccc(F)cc2)CC1 | 20
COC(=O)c1ccccc1NC(=O)CC(NCc1ccccc1)C(=O)O (stereo not drawn) | -3

(listing goes on)
SMILES | E coli WT inh
O=C(COC(=O)C12CC3CC(CC(C3)C1)C2)NCc1ccco1 | 21
CCOC(=O)C1CCN(CC(=O)c2c(C)[nH]c3ccccc23)CC1 | 11
C=CCn1c(=O)c2c(C)c(C)sc2n2c(Nc3ccccc3)nnc12 | 6
OC(CN1CCOCC1)Cn1c(-c2cccc(Cl)c2)nc2ccccc21 (stereo not drawn) | 8
O=C1CC(Cc2ccccc2)C(=O)N1CCCn1ccnc1 (stereo not drawn) | -3
O=C(NCc1ccccn1)c1cc(-n2cnnc2)ccc1Cl | 5
Cc1ccccc1-n1c(Cn2c(=O)sc3ccccc32)nnc1SCC(=O)N1CCCC1 | 8
COc1c(F)c(F)c(C(=O)Nc2ccc(NC(=O)c3ccco3)cc2)c(F)c1F | -22
O=c1nc(-c2ccccc2)c2cc(Cl)ccc2[nH]1 | -17
O=C(C1CCCO1)N1CCN(S(=O)(=O)c2ccccc2)CC1 (stereo not drawn) | -10
CC(NC(=O)c1ccco1)C(c1cccs1)N1CCN(c2ccc(F)cc2)CC1 (stereo not drawn) | 2
CSc1cccc(NC(=O)CN(C2CCCCC2)S(C)(=O)=O)c1 | -2
COc1cc(S(=O)(=O)NCc2ccccc2)ccc1F | -18
CN(C)CCNC(CC(=O)Nc1ccc(Cl)c(Cl)c1)C(=O)O (stereo not drawn) | -15
CCOC(=O)c1ccc(COC(=O)CNC(=O)CNC(=O)c2ccc(OC)cc2)o1 | -16
O=C1c2ccccc2C(Nc2ccc(F)cc2F)N1CCN1CCOCC1 (stereo not drawn) | -3
CC(=O)OCC1OC(c2ccccc2)C(OC(C)=O)C(OC(C)=O)C1OC(C)=O (stereo not drawn) | -1
O=S(=O)(Nc1nc2ccccc2s1)c1ccc(Br)s1 | -9
CN(c1ccc(C(=O)NCCSCc2ccco2)cc1)S(C)(=O)=O | -24
CC1CCC(NC(=O)C2CCN(c3cnccn3)CC2)CC1 (stereo not drawn) | 7
COCc1cc(C)nc(Nc2ccc(C)cc2C)c1C#N | -1
Cc1ccc(C)c(C(=O)CC2(O)C(=O)N(C)c3ccccc32)c1 (stereo not drawn) | -3
COc1cccc2c1C(=O)c1c(O)c3c(c(O)c1C2=O)C[C@@](O)(C(C)=O)C[C@@H]3O[C@H]1C[C@H](N)[C@H](O)[C@H](C)O1 | 2
CCOc1ccc(NS(=O)(=O)c2ccc(OCC(=O)N3CCCC3)cc2)cc1 | -8
O=C(c1cc(-n2cnnc2)ccc1Cl)N1CCN(c2nc(-c3ccccc3)cs2)CC1 | -11
COC(=O)CN(n1cnnc1)S(=O)(=O)c1ccc(C)cc1 | -18

The list is partial. The share of hits here may be higher or lower than overall.
